High-throughput results (PubChem BioAssay)
USP1-UAF1 inh = blocks the human USP1/UAF1 deubiquitinase complex; recombinant USP1/UAF1, Ub-Rhodamine cleavage fluorescence; Potency, µM (titrated, usually from 57.1 µM), without a hit: top-dose activity change, negative = inhibition, usual class: inhibitors; 390,000 tested, 0.23% active; AID 743255; further: potency means the concentration at half of the fitted maximal effect; on the % scale 0 is the no-effect control and ±100 the full control effect; nearly all actives have a fitted effect of over 60% in size; inactives centre near -12
Target sequence (O94782 whole entry, looked up): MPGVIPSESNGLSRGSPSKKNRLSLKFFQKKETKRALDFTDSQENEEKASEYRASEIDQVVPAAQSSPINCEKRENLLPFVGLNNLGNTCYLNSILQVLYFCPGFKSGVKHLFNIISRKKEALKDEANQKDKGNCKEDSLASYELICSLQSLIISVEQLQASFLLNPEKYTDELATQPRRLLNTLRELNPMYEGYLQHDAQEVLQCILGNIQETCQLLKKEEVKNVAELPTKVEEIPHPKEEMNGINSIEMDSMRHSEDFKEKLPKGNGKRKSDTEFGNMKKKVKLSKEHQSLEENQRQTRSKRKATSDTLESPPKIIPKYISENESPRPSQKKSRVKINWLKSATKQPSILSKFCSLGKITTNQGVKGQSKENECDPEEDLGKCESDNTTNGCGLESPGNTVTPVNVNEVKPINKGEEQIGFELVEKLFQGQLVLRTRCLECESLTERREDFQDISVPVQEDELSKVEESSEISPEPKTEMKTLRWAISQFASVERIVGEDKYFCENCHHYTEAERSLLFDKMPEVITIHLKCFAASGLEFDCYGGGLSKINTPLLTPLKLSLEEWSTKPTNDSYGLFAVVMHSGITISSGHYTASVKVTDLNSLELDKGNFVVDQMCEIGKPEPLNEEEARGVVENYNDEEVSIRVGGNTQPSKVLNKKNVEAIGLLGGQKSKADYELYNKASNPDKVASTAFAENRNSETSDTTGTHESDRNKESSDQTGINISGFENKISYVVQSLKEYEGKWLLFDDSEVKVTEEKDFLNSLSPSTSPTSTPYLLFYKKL
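USP1/UAF1 complex at 1 nM was preincubated with compound for 15 min at room temperature, then Ub-Rho substrate (150nM final) was added. Fluorescence (480/540 nm) was read kinetically, 6 reads every 60 seconds.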
TrxR1 substrate = rat thioredoxin reductase 1 substrate activity; purified TrxR1 substrate turnover, NADPH consumption readout; AID 588456; 390,000 tested, 0.01% active; Potency, µM (titrated, usually from 114 µM), without a hit: top-dose activity change, negative = substrate turnover; further: potency means the concentration at half of the fitted maximal effect; on the % scale 0 is the no-effect control and ±100 the full control effect; nearly all actives have a fitted effect of over 50% in size
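Rat TrxR1, dispensed at 90 nM, was prereduced with 400 uM NADPH (final) for 5 min at ~22 deg C, then incubated with compound 15 min before 400 uM selenite. A first-read NADPH fluorescence drop versus no-compound background flagged substrates.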
TRHR agonist = agonists of human TRH receptor; P34981; TRHR cells, calcium flux fluo-8, FDSS agonist mode; activation, % at 2 µM; 360,000 tested, 0.18% active; AID 493084; in the data active means activation above about 30%; further: 0% is about no effect
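TRHR-expressing cells loaded with fluo-8 calcium dye; 23 nL library compound pin-transferred, kinetic FDSS fluorescence (Ex 480/Em 530) recorded about 180 s for agonist-induced calcium release, before a 10 nM TRH EC20 addition for potentiator mode.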
D2 antagonist = antagonizes the human D2 dopamine receptor; P14416; HEK293 TREx D2 cells, calcium flux, dopamine EC80; inhibition, % at 10 µM; 340,000 tested, 2% active; AID 485344; in the data active means inhibition above about 30%; further: 0% is about no effect
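Calcium flux kinetic readout in an inducible HEK293 TREx D2 line plated overnight at 30 C. After 180 s compound exposure, an EC80 dopamine challenge follows with another 180 s kinetic read to detect antagonism.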
Pin1 inhibitor = inhibitors of human Pin1. Q13526. Pin1 FP peptide displacement, HiFluor488, 10 min. Potency, µM (doses to about 115 µM), for the others: at the highest dose activity, negative = inhibition, most hits filed as inhibitors. 390,000 tested, 0.009% active. AID 504891; active means well fitted inhibition curve with a large enough effect in the polarisation, with a control signal flat, not every such curve was filed as active; inconclusive means small, poorly fitted or top-dose-only effect, or effect the other way, or a change in a side signal; inactive means no such curve, though single readings can be large or run the other way; the % refers to the polarisation; further: potency means the concentration at half of the fitted maximal effect; on the % scale 0 is the no-effect control and ±100 the full control effect
Target sequence (Q13526 whole entry, looked up): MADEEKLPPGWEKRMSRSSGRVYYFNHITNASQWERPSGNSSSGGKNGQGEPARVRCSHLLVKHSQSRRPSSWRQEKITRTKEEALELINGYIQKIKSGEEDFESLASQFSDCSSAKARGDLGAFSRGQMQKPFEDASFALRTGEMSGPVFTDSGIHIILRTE
TRHR PAM = allosterically enhances the human TRH receptor; P34981; TRHR cells, fluo-8 calcium fluorescence, EC20 TRH enhancement; enhancement, % at 2 µM; 360,000 tested, 0.66% active; AID 493056; in the data active means enhancement above about 30%; further: 0% is about no effect
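Enhancer read-out: after compound pinning and an initial kinetic agonist-mode read, an EC20 of TRH (10 nM final) was injected and fluo-8 calcium signal (Ex 480/Em 530) followed at 1 s/cycle for 100 cycles in TRHR-expressing cells.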
IDH1 R132H inh = blocks human mutant IDH1 R132H enzyme. IDH1-R132H enzyme, NADPH consumption, diaphorase/resazurin fluorescence. AID 602179. Potency, µM (series often up to 76.6 µM), for inactives: at the highest dose activity change, negative = inhibition, usual class: inhibitors. O75874. 390,000 tested, 0.093% active; further: potency means the concentration at half of the fitted maximal effect; on the % scale 0 is the no-effect control and ±100 the full control effect; nearly all actives have a fitted effect of over 65% in size
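IDH1-R132H (0.5 ug/mL dispensed) in pH 7.5 Tris buffer was preincubated 30 min with compound, then given a substrate mix of 0.016 mM NADPH and 2 mM alpha-KG for 80 min at room temperature; remaining NADPH was read by diaphorase/resazurin fluorescence.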
D2 ag = agonists of human D2 dopamine receptor; 340,000 tested, 0.53% active; P14416; HEK293 T-REx D2 cells, calcium flux agonist mode; activation, % at 2 µM;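 active means activation over 3 SD above normal in the single-dose calcium agonist read, cut at about 30% in these data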; further: 0% is about no effect
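Agonism scored from kinetic calcium signal (1 read/sec, 180 s) following compound pin transfer, after a 10 s baseline. Cells: HEK293 Trex line expressing inducible D2 receptor coupled to calcium, dye-loaded after overnight culture at 30 C.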
rTrxR1 inhibitor = inhibitors of rat thioredoxin reductase 1; O89049; recombinant rTrxR1, NADPH fluorescence consumption, selenite substrate; Potency, µM (series often up to 114 µM), inactives show at the top dose activity change, negative = inhibition, usual class: inhibitors; 390,000 tested, 1% active; AID 588453; further: potency means the concentration at half of the fitted maximal effect; on the % scale 0 is the no-effect control and ±100 the full control effect; nearly all actives have a fitted effect of over 65% in size
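Rat TrxR1 (90 nM in the dispensed reagent) was pre-reduced with 400 uM NADPH for 5 min at room temperature, then incubated with compound for 15 min. After 400 uM selenite was added, NADPH fluorescence (Ex 340/Em 450 nm) was followed for 8 min.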
* = called active by the depositor; ? = inconclusive; / = not tested or not shown; & = joins results of further samples; [ ] = another dose, or the depositor's remark. Unless noted, the call rests on the fitted dose curve; in most records, active means well fitted inhibition curve with a large enough effect; inconclusive means small, poorly fitted or top-dose-only effect; inactive means no such curve, though single readings can be large or run the other way.

Structure,USP1-UAF1 inh,TrxR1 substrate,TRHR agonist,D2 antagonist,Pin1 inhibitor,TRHR PAM,IDH1 R132H inh,D2 ag,rTrxR1 inhibitor
O=C(NCC(=O)N1CCCC1)c1ccc(Br)cc1,-16%,8%[57.1 µM],1.2,17,-2%,1,1%,2.4,29%[57.1 µM]
Cc1cccc(N2CCN(C(=O)C3CCN(S(=O)(=O)c4c(C)noc4C)CC3)CC2)c1C,-16%&-10%,-19%&-3%,-1.0&-0.8,-7,-1%&1%,4&-2,0%&-6%,0.2&-0.3,-23%&16%
COc1ccc2sc(-c3ccc(S(C)(=O)=O)cc3)c(C#Cc3cncn3C)c2c1,-26%,11%,/,/,?,/,0%,/,-19%
CCOc1ccc(NC(=O)CCC(=O)N2CC(C)Oc3ccc(C)cc32)cc1 (stereo unspecified),-8%,6%,-0.6,/,-4%,1,-2%,-0.5,17%
Cc1ccc(C)c(CSc2ccc3nnc(-c4ccccn4)n3n2)c1,-3%,5%[57.1 µM],-1.5,15,13%,-5,-6%,0.2,16%[57.1 µM]
COc1cccc(C(=O)NC(=S)Nc2ccc(Cl)c(C(=O)O)c2)c1,-11%,3%[57.1 µM],0.0,-24,-4%,7,6%,-1.3,13%[57.1 µM]
COc1ccc(Cn2nnc3c(=O)[nH]c(C4CCCN(C(=O)c5ccc(C)cc5)C4)nc32)cc1 (stereo unspecified),-18%,4%,-0.5,/,-3%,14,/,/,7%
N/C(=N\OC(=O)Cc1ccccc1[N+](=O)[O-])c1cccc(Br)c1,-12%,6%,1.1,/,-1%,1,20%,/,6%
Nc1ncc(Br)cc1S(=O)(=O)NCCC(=O)NCCc1ccccc1,-7%,4%,-0.9,-16,-11%,5,0%,0.2,9%
CN(C)c1ccc(C(O)P(=O)(OC2CCCCC2)OC2CCCCC2)cc1 (stereo unspecified),-18%,-1%,-0.5,-22,-4%,12,1%,-0.4,5%

Profiles, quoted from the list.
CCOc1ccc(NC(=O)CCC(=O)N2CC(C)Oc3ccc(C)cc32)cc1 (stereo unspecified) as listed: USP1-UAF1 inh: -8%; TrxR1 substrate: 6%; TRHR agonist: -0.6; D2 antagonist: /; Pin1 inhibitor: -4%; TRHR PAM: 1; IDH1 R132H inh: -2%; D2 ag: -0.5; rTrxR1 inhibitor: 17%
COc1ccc2sc(-c3ccc(S(C)(=O)=O)cc3)c(C#Cc3cncn3C)c2c1 as listed: USP1-UAF1 inh: -26%; TrxR1 substrate: 11%; TRHR agonist: /; D2 antagonist: /; Pin1 inhibitor: ?; TRHR PAM: /; IDH1 R132H inh: 0%; D2 ag: /; rTrxR1 inhibitor: -19%

More entries follow:
Structure,USP1-UAF1 inh,TrxR1 substrate,TRHR agonist,D2 antagonist,Pin1 inhibitor,TRHR PAM,IDH1 R132H inh,D2 ag,rTrxR1 inhibitor
Cc1cnc(C(=O)N(CC(C)C)c2c(N)n(CC(C)C)c(=O)[nH]c2=O)cn1,-14%,-8%,0.0,1,3%,-1,8%,0.4,-4%
CCN1CCN(C(=O)c2cc(COc3ccc(C(C)=O)cc3OC)on2)CC1,-19%,2%,0.1,-14,-2%,-2,0%,0.5,4%
CCn1nnnc1-c1ccc(OC)c(S(=O)(=O)NCCc2ccccc2)c1,-17%,4%,0.3,-7,-2%,-3,2%,-0.1,11%
CN(C)CCNC(=O)C1CCN(c2nc3ccccc3[nH]2)CC1,-8%,7%[57.1 µM],0.7,/,-1%,4,-10%,0.6,20%[57.1 µM]
CCOCCCNCC(=O)NCC1CCCCC1,-25%,3%,2.3,17,-3%,-6,0%,0.2,4%
COC(=O)CC1COc2ccccc2N1C(=O)c1ccc(Br)cc1 (stereo unspecified),-8%,7%[57.1 µM],0.6,-5,-10%,6,-6%,-0.8,15%[57.1 µM]
O=S(=O)(NC(=S)c1ccccc1)c1ccc(Cl)cc1,-27%,-1%,0.0,-5,-10%,-1,0%,1.2,5%
Cc1nc2sc(C(c3cccs3)N3CC(C)CC(C)C3)c(O)n2n1 (stereo unspecified),-17%,3%[57.1 µM],0.4,-3,11%,4,4%,-2.7,7%[57.1 µM]
COc1ccc(S(=O)(=O)Nc2cc(-c3cn4cccc(C)c4n3)ccc2C)cc1C,-15%,3%,-1.1,/,16%,2,0%,0.3,27%
Cc1ccc(C)c(Cn2c(C(C)O)nc3ccccc32)c1 (stereo unspecified),-8%,11%[57.1 µM],-2.3,-6,-1%,8,9%,0.5,8%[57.1 µM]

Structure,USP1-UAF1 inh,TrxR1 substrate,TRHR agonist,D2 antagonist,Pin1 inhibitor,TRHR PAM,IDH1 R132H inh,D2 ag,rTrxR1 inhibitor
CC(=O)Nc1ccc(NC(=O)COC(=O)c2c(C)nn(-c3ccccc3)c2C)cc1,-1%,-8%,0.0,1,4%,-1,0%,1.0,-19%
CCn1cc(C(=O)O)c(=O)c2cnc(N3CCN(C(=S)Nc4ccccc4)CC3)nc21,-1%,-4%,-1.0,-14,-10%,15,4%,-1.2,-10%
CCN(CC)C(=O)c1sc2c(c1C)c(=O)n(CCc1ccccc1)c(=O)n2Cc1cc(C)ccc1C,-7%,2%[57.1 µM],0.3,/,-18%,-4,10µM*,0.1,12%[57.1 µM]
O=C(COC(=O)/C=C/c1ccco1)Nc1cccc([N+](=O)[O-])c1,8%,3%,0.3,10,-15%,7,4%,-0.9,11%[0.457 µM]
CCNC(=S)/N=C(/Nc1ccc(OC)cc1)Nc1nc(C)cc(C)n1,-2%,3%[57.1 µM],-0.4,5,-1%,3,0%,0.3,-3%[57.1 µM]
O=C(NNC(=S)Nc1ccc(Cl)c(Cl)c1)c1ccccn1,-9%,-3%[57.1 µM],-0.6,3,2%,-3,-8%,-0.9,-11%[57.1 µM]
CCOc1ccc(C(C)NC(=O)C2CCCC2)cc1 (stereo unspecified),-23%,3%,-1.7,-12,7%,0,-6%,1.3,17%
Oc1ccccc1-c1nc(/C=C/c2ccccc2Cl)nn1-c1ccccc1,-19%,10%[11.4 µM],1.6,/,12%,-3,3%,-0.2,12%
CCN(CC)CCn1c(=S)[nH]c2cc(C(=O)NCc3ccc(C)cc3)ccc2c1=O,-23%,-1%,-1.1,36*,-3%,-6,0%,-0.4,-11%
O=C(c1ccc(Cl)c(NC2=NC3CS(=O)(=O)CC3S2)c1)N1CCN(c2ccc(F)cc2)CC1 (stereo unspecified),-5%,-14%,0.6,-12,-5%,-4,-5%,0.4,-27%

The line under a structure holds: USP1-UAF1 inh | TrxR1 substrate | TRHR agonist | D2 antagonist | Pin1 inhibitor | TRHR PAM | IDH1 R132H inh | D2 ag | rTrxR1 inhibitor
> COC(=O)C1CCN(C(=O)COC(=O)c2cccc(NS(=O)(=O)c3ccccc3)c2)CC1
→ -3% | -1% | 1.2 | 8 | 1% | -1 | -2% | 0.9 | 16%
> O=C(O)c1ccc(-n2nc(C(F)(F)F)c3c2-c2ccoc2CC3)cc1
→ -15% | 18% | -0.2 | -5 | -10% | -5 | -3% | -2.4 | -21%
> O=C(OC(C(=O)O)C(OC(=O)c1ccccc1)C(=O)NCc1ccccc1)c1ccccc1 (stereo unspecified)
→ -7% | -2% | 1.5 | 25 | 0% | -2 | 18% | -1.0 | -2%
> O=C(CN1CSCC1=O)N1CCN(S(=O)(=O)c2ccc(Cl)cc2)CC1
→ -16% | 3% | 0.3 | -3 | 4% | 8 | 12% | -0.6 | 10%
> O=C(CCCCCBr)N1CCC(CC2CC(c3cccc(Br)c3)=NO2)(C(=O)NCC2CCCCC2)CC1 (stereo unspecified)
→ -29% | 5%[57.1 µM] | -0.3 | 10 | -7% | 13 | 4% | -0.7 | 5%[57.1 µM]
> O=C(N/N=C/c1ccncc1)C1CC1C(=O)N/N=C/c1ccncc1 (stereo unspecified)
→ -18% | 6%[57.1 µM] | -1.5 | -6 | -8% | 4 | 3% | -0.9 | 17%
> O=C(c1ccc2nc(N3CCCCC3)sc2c1)N1CCN(Cc2ccc3c(c2)OCO3)CC1
→ -30% | 7% | -0.4 | 8 | -8% | 5 | 2% | 49* | 4%
> OCCC1CN(Cc2ccn[nH]2)CCN1Cc1ccc(F)c(F)c1 (stereo unspecified)
→ -14% | 1% | 0.7 | -6 | -9% | 1 | -13% | 0.2 | 1%
> Cn1c(=O)c2c(nc(Cc3ccccc3)n2C)n(C)c1=O
→ -6% | -2% | 1.1 | -29 | -12% | -5 | -5% | 0.5 | 18%
> Cc1ccc(CN2C(=O)c3ccccc3NC2c2ccccn2)cc1 (stereo unspecified)
→ -20% | 72% | -0.3 | -18 | 2% | 8 | -2% | 0.2 | 9%[57.1 µM]

The line under a structure holds: USP1-UAF1 inh | TrxR1 substrate | TRHR agonist | D2 antagonist | Pin1 inhibitor | TRHR PAM | IDH1 R132H inh | D2 ag | rTrxR1 inhibitor
> CC1CC(C)CN(CCCNC(=O)c2ccc(CS(=O)(=O)Cc3cccc(Cl)c3)o2)C1 (stereo unspecified)
→ 6% | 2% | -0.4 | 7 | -2% | -5 | 2% | 12 | 28%
> CN(C)CC(CCC(CN(C)C)C(O)(c1ccccc1)c1ccccc1)C(O)(c1ccccc1)c1ccccc1 (stereo unspecified)
→ -3% | -6%[57.1 µM] | 4.5 | -3 | -7% | -15 | 0% | 0.1 | ?
> COc1cc(NC(=O)C23CC4CC(C2)CC(n2nnc(C)n2)(C4)C3)c(OC)cc1Cl
→ -6% | 6% | 0.4 | 21 | 0% | -9 | 0% | 0.8 | 10%
> Cc1ccc(CN2C(=O)C(Cc3ccccc3)Nc3ncnc(N4CCN(c5ccccc5)CC4)c32)cc1 (stereo unspecified)
→ -25% | -7%[57.1 µM] | 0.1 | -5 | 37%[activator] | -5 | 9% | 1.6 | -5%[57.1 µM]
> c1ccc(-n2nnnc2-n2ccnc2)cc1
→ -9% | -4% | 1.5 | 3 | 3% | 4 | 5% | 1.2 | -9%

This is a subset; the hit share may differ from the screen's.
